HDAC3 inh: inhibitors of human histone deacetylase 3 | hit rate 0.15% among 320,000 | inhibition, % at 8.3 µM | recombinant HDAC3, fluorogenic peptide/trypsin coupled, fluorescence; in the data active = inhibition above about 26%, passing the limit was not always enough; inconclusive = no clear call, values can overlap the other calls
Target sequence (O15379 whole entry, looked up): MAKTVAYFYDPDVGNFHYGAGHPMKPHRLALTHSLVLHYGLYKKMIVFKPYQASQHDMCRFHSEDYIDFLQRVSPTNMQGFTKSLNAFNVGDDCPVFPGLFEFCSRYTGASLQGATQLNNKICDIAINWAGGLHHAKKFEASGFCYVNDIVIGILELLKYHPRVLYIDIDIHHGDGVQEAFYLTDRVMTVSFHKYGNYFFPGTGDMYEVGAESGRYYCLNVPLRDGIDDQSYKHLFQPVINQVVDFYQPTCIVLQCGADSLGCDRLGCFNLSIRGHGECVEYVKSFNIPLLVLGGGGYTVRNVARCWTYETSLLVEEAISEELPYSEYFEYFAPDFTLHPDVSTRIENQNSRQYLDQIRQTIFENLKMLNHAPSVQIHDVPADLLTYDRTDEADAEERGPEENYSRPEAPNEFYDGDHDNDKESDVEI
KCNK3 block: human KCNK3 channel inhibition, primary screen; O14649; CHO-KCNK3 thallium flux, FluxOR fluorescence; hits give low values; B-score at 10 µM; hit rate 0.84% among 340,000; AID 602410;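 active = B-score under library mean minus 4 SD, starting fluorescence ratio at most library mean plus 5 SD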;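 also: more negative B-score means stronger inhibition of thallium flux through KCNK3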
Target sequence (O14649 whole entry, looked up): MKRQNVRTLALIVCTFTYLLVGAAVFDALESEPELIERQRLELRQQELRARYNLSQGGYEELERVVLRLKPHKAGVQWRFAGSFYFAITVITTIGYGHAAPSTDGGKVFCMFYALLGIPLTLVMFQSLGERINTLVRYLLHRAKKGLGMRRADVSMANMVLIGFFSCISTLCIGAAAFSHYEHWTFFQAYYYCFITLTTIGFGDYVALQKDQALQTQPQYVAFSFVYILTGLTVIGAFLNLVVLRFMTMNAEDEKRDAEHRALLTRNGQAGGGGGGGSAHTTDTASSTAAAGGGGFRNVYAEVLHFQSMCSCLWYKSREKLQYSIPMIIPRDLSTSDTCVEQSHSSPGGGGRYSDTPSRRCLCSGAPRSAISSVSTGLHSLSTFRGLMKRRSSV
TMEM16A act: mouse TMEM16A channel activation, primary screen. Q8BHY3. HEK293 TMEM16A/YFP-H148Q/I152L, iodide quench fluorescence; hits give low values. B-score at 10 µM. hit rate 0.3% among 340,000. AID 623877;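 active = fluorescence-ratio B-score plate-corrected deviation score at least 3 library SD below zero, with starting fluorescence score within 5 deviations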;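 also: channel opened by trigger with iodide after compound preincubation; score built on the fluorescence ratio of max minus min over baseline; more negative score means more quench and so TMEM16A activation or potentiation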
TMEM16A inh: mouse TMEM16A channel inhibition, primary screen | Q8BHY3 | HEK293 TMEM16A/YFP iodide influx fluorescence, ionomycin | normalized B-score (activity score, 25-100; higher = stronger inhibition) at 10 µM | hit rate 1.2% among 310,000 | AID 588511;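 active = ratio plate-corrected score three or more library SD toward inhibition, starting fluorescence score within five deviations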;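 also: score derived from kinetic fluorescence span divided by baseline fluorescence per well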
Active calls of the source: *; i = inactive; u = inconclusive; ! = not active in a repeat. A portion of the library (hit frequency here may not be typical).

SMILES	HDAC3 inh	KCNK3 block	TMEM16A act	TMEM16A inh
COC(=O)C(NNc1ccc(F)cc1)(NC(=O)c1ccccc1)C(F)(F)F (stereo not drawn)	6	i	i	i
Cc1cs/c(=N\N=C\c2ccccc2)n1Cc1ccco1	7	i	i	i
Clc1cccc(OCCn2cncn2)c1Cl	4	i	i	i
C[C@H]1CN=C(N(C)C)N1CCC1CCCCC1	-12	i	i	i
N#C/C(=C\c1ccc(OC(=O)c2ccc(Br)s2)cc1)c1nc2ccccc2[nH]1	0	i	i	i
CN(C)C1=NC[C@H](Cc2ccccc2)N1CCCC1CCCC1	2	i	i	i
CC/C(=N\NC(=O)CNC(=O)/C=C/c1ccco1)c1ccccc1	4	i	i	i
CCOc1ccc(Oc2cc(NC(=O)c3ccco3)cc([N+](=O)[O-])c2)cc1	-1	i	i	i
CN(C)c1ccc(/C=N\NC(=S)SCN2C(=O)C3CCC(C)(C2=O)C3(C)C)cc1 (stereo not drawn)	5	i	i	i
c1coc(CNc2ncnc3c2oc2ccccc23)c1	u	i	i	100*
CN(CCNC(=O)C1(O)c2ccccc2NC(=O)N1c1ccccc1)Cc1ccccc1 (stereo not drawn)	-6	i	i	i
CCOC(=O)[C@H]1[C@H]2COc3ccc(Cl)cc3[C@@H]2N2C(=O)c3cc(C)ccc3NC(=O)[C@@]12C	4	i	i	i
Cn1c(=O)c2c(nc(CN3CCCCC3)n2Cc2c(F)cccc2Cl)n(C)c1=O	-2	i	i	i
Fc1ccc(C2=CC(c3ccc(Br)o3)n3ncnc3N2)cc1 (stereo not drawn)	3	i	i	i
O=C1C(O)=C(O)C(=O)c2ccccc21	3	i	i	i
O=C(NCc1ccco1)C1(c2ccc(Cl)cc2)CCCC1	-3	i	i	i
CCOC(=O)C1=C(Nc2ccccc2)CC(C)(O)C(C(=O)OCC)C1c1ccc(Cl)cc1 (stereo not drawn)	6	-9.9*!	i	i
CCN(CC)c1ccc(NC(=O)CSc2nnc(N)s2)cc1C	1	i	i	i
Cn1nc(-c2ccc(N3CCOCC3)c(NS(=O)(=O)c3ccc(Cl)cc3)c2)c2ccccc2c1=O	-2	-10*	i	i
CCCn1c(=NC(C)=O)c(C(=O)OCC)cc2c(=O)n3ccccc3nc21	-346	i	i	i
N=c1c(C(=O)NCc2ccccc2)cc2c(=O)n3ccccc3nc2n1CCCN1CCOCC1	-28	i	i	i
Cc1ccccc1/C=C/C1=NCCN1	6	i	i	i
COc1cc(NC(=O)c2ccco2)c(OC)cc1NC(=O)CCC(=O)Nc1cc(C)ccc1C	5	i	i	i
CCCc1nc2ccccc2c(C(=O)OCc2nnc(-c3cc(OC)c(OC)c(OC)c3)o2)c1CC	-2	i	i	i
COC(=O)C(C(=O)N1CCN(C)CC1)C1CCCCCC1 (stereo not drawn)	4	i	i	i
Cc1ccc(S(=O)(=O)N2CCC(C(=O)N3CCN(Cc4ccccc4)CC3)CC2)cc1	-13	i	i	i
COc1ccc2c(c1)[C@@H]1[C@H](CO2)[C@H](c2ccccc2)[C@]2(C)C(=O)Nc3ccc(C)cc3C(=O)N12	5	i	i	i
CCOc1ccc(OCC)c(NC(=O)CSc2nnc(Cn3cnc4ccccc43)n2C)c1	-1	i	i	i
N#Cc1nc(COc2ccc(Cl)cc2)oc1N1CCCCCC1	4	-8.7*	i	i
NC(=O)SCC(=O)Nc1ccc(Cl)c(Cl)c1	15	i	i	i
Nc1cc2nc3ccccc3oc-2cc1=O	7	i	i	i
c1csc(CNc2ccc3c(c2)OCCO3)c1	8	i	i	i
CCOc1cc(C=C(C(=O)OC)C(=O)OC)ccc1OCc1ccc([N+](=O)[O-])cc1	2	i	i	i
CCOc1ncccc1C(=O)OCc1nnc(-c2ccccc2)o1	-3	i	i	i
CCCCCn1c(SCC2CCCO2)nc2cc(C(=O)N3CCC(C(N)=O)CC3)ccc2c1=O (stereo not drawn)	8	i	i	i
Cc1nn(CC(=O)NCCN2CCOCC2)c(=O)c2ccccc12	-4	i	i	i
Cn1c(=O)oc2cc(S(=O)(=O)N3CCC(C(=O)N4CCN(c5ccccc5)CC4)CC3)ccc21	2	i	i	i
CN(Cc1cnn(C)c1)C(=O)C1CCCCC1C(=O)O (stereo not drawn)	15	i	i	i
C[C@H]1CN=C(N(C)C)N1CCCC1CCCC1	2	i	i	i
O=C(NCCC1=CCCCC1)C1COc2ccccc2O1 (stereo not drawn)	2	i	i	i
Cc1ccc(-c2csc(N(Cc3ccco3)C(=O)c3cccs3)n2)cc1	-8	i	i	i
COc1ccc([C@@H]2CC=C(C(=O)O)[C@H](c3ccc(Cl)cc3)N2S(=O)(=O)c2ccc(C)cc2)cc1OC	-3	i	i	i
O=c1[nH]n(-c2ccccc2)c(=O)c2ccccc12	2	i	i	i
Nn1c(CSc2nc3ccccc3o2)nnc1CSc1nc2ccccc2o1	2	i	i	i
CCN(CC)S(=O)(=O)c1ccc(NC(=O)COC(=O)c2ccc(-n3nc(C)cc3C)cc2)cc1	12	i	i	i
O=C(C1=C(O)C(=O)N(CCN2CCOCC2)C1c1cccnc1)c1cc2ccccc2o1 (stereo not drawn)	1	i	i	i
CCOC(=O)N1CCN(C(=O)CSc2nnc(Cn3c(=O)sc4ccccc43)n2C)CC1	7	i	i	i
CCC(C)NCC(=O)Nc1ccc(-c2nc3cc(NC(=O)CNC(C)CC)ccc3o2)cc1 (stereo not drawn)	-80	i	i	i
CCC(c1ccc(O)cc1)C(CC)c1ccc(O)cc1 (stereo not drawn)	12	i	i	i
NC(=S)N/N=C\c1c2ccccc2cc2ccccc12	4	i	i	i
NCCC1CCCC(CCN)N1 (stereo not drawn)	12	i	i	i
CN1/C(=C/C2CC(=O)NC2=O)C(C)(C)c2ccccc21 (stereo not drawn)	0	i	i	i
COc1ccc(N2C(=O)[C@@H]3[C@H](C2=O)[C@H]2c4ccccc4C=CN2[C@@H]3C(=O)Nc2ccccc2)cc1	5	i	i	i
CCCC1Cc2c(sc3nc(SC)nc(N)c23)CO1 (stereo not drawn)	4	i	i	i
COc1ccc([C@@H]2CC=C(C(=O)O)[C@H](c3ccc(Cl)cc3)N2S(=O)(=O)c2ccccc2C)cc1	7	i	i	i
CCCC(C)NC(=O)c1ccc2[nH]c3c(c2c1)CC(C)CC3 (stereo not drawn)	13	i	i	i
CCCn1cc(S(=O)(=O)CC(=O)Nc2ccc(OCC)cc2)c2ccccc21	3	i	i	i
CCn1c(=O)c2cc(C(=O)NCc3cccs3)sc2c2ccccc21	-7	i	i	i
Nc1nc(=S)c2ncn([C@@H]3O[C@H](CO)[C@@H](O)[C@H]3O)c2[nH]1	10	i	i	i
CCCc1c(OCCCOc2ccc(OCC(=O)O)cc2)ccc(C(C)=O)c1O	4	i	i	i

Brought forward from above: four compounds; new compounds follow.
SMILES	HDAC3 inh	KCNK3 block	TMEM16A act	TMEM16A inh
CCCn1cc(S(=O)(=O)CC(=O)Nc2ccc(OCC)cc2)c2ccccc21	3	i	i	i
CCn1c(=O)c2cc(C(=O)NCc3cccs3)sc2c2ccccc21	-7	i	i	i
Nc1nc(=S)c2ncn([C@@H]3O[C@H](CO)[C@@H](O)[C@H]3O)c2[nH]1	10	i	i	i
CCCc1c(OCCCOc2ccc(OCC(=O)O)cc2)ccc(C(C)=O)c1O	4	i	i	i
C1=C(CCNc2ncnc3c2[nH]c2ccccc23)CCCC1	3	i	i	i
COC(=O)c1c(NC(=O)Nc2ccc(Cl)cc2)sc(C)c1C	-2	i	i	i
Cc1ccccc1NN=Nc1nc2c([nH]1)c(=O)n(C)c(=O)n2C	-1	i	i	i
COc1ccc(-c2cn(CCO)c(CCN)n2)cc1	6	i	i	i
CCOc1ccc(NC(=O)c2ccc(S(=O)(=O)N(C)C)cc2)cc1	-4	i	i	i
C#CCOCCOCCOCCNc1nc(N2CCN(C(=O)CCCCCCCCCCNC(=O)[C@H]([C@@H](C)CC)n3cc(CCCCN=C(N)N)nn3)CC2)nc(N2CCN(C(=O)CCCCCCCCCCNC(=O)[C@H](CO)n3cc(CCCSC)nn3)CC2)n1	65*	i	-28*	i
Cc1ccc(S(=O)(=O)C(C#N)c2nc3ccccc3nc2N2CCCC2)cc1C (stereo not drawn)	-1	i	i	i
C/C(=C/Cc1c(O)cc2oc(C)cc(=O)c2c1O)COC1OC(CO)C(O)C(O)C1O (stereo not drawn)	2	i	i	i
CN(C)S(=O)(=O)N1CCC(c2ccc(F)cc2)C(COc2ccc3c(c2)OCO3)C1 (stereo not drawn)	5	i	i	i
CCOC(=O)N1CCC(NC(=O)c2ccc3c(c2)sc2nc(-c4ccccc4)cn23)CC1	1	i	i	i
COc1ccccc1N1CCN(CCN(C(=O)c2ccc(F)cc2)c2ccccn2)CC1	3	i	i	i
CC(=O)c1ccc2c(c1)C1C=CCC1C(c1ccc(S(=O)(=O)N3CCOCC3)cc1)N2 (stereo not drawn)	-1	i	i	i
O=C(COC(=O)c1n[nH]c2ccccc12)Nc1ccc(S(=O)(=O)N2CCCC2)cc1	-9	i	i	i
O=C(O)C1=CC[C@@H](c2ccc(Cl)cc2)N(S(=O)(=O)c2ccc(Cl)cc2)C1	2	i	i	i
COc1ccc2c(c1)OC[C@H]1[C@H]2N2C(=O)c3cc(OC)ccc3NC(=O)[C@@]2(C)[C@H]1c1ccccc1	0	i	i	i

2 entries from above in a different format:
> CCOC(=O)N1CCC(NC(=O)c2ccc3c(c2)sc2nc(-c4ccccc4)cn23)CC1
  HDAC3 inh: 1
  KCNK3 block: i
  TMEM16A act: i
  TMEM16A inh: i
> Cc1ccccc1NN=Nc1nc2c([nH]1)c(=O)n(C)c(=O)n2C
  HDAC3 inh: -1
  KCNK3 block: i
  TMEM16A act: i
  TMEM16A inh: i

(cont.)
SMILES	HDAC3 inh	KCNK3 block	TMEM16A act	TMEM16A inh
Clc1ccc(-c2cc(-c3ccccc3)on2)cc1	-9	i	i	i
CCn1ccnc1CC1COc2ccccc2O1 (stereo not drawn)	3	i	i	i
Cc1ccc(-c2nn3c(C)nnc3s2)cc1NC(=O)c1ccc(-c2ccc(Cl)cc2Cl)o1	0	i	i	i
CCOc1cc(NC(=O)c2ccco2)c(OCC)cc1NC(=O)CCC(=O)NCc1cccnc1	-1	i	i	i
COn1c(=S)[nH]c2ccccc2c1=O	-2	i	i	i
CCOC(=O)Cc1csc(NC(=O)CN(C)S(=O)(=O)c2cccc3cccnc23)n1	3	i	i	i
COc1cccc2c1[C@@H]1CN(CCCCn3c(=O)[nH]c4c(sc5ncc(-c6ccccc6)nc54)c3=O)C[C@@H]1CO2	13	i	i	i
CCOc1c2ccccc2nn1CCO	-10	i	i	i
C=C(C)C(=O)Nc1cccc(C2=NOC3(C2)C[C@H](C(N)=O)N(C(=O)C(c2ccccc2)c2ccccc2)C3)c1 (stereo partly drawn)	5	i	i	i
COc1ccc(C2N(C(=O)CN3CCOCC3)CCN2S(=O)(=O)c2ccccc2)cc1 (stereo not drawn)	5	i	i	i
Cc1cc(C(=O)NNCc2ccccc2)no1	5	i	i	i
Cc1ccccc1S(=O)(=O)NCc1cccnc1	4	i	i	i
CCOc1cc(-c2sc(Nc3ccc(CC)cc3)n[n+]2-c2ccccc2)ccc1OC	6	i	i	i
C=CCn1c(C)cc(C(=O)CSc2nc3ccccc3c(=O)[nH]2)c1C	2	i	i	i
COc1cc(/C=C(\C#N)C(=O)c2ccc(O)c(O)c2)cc(I)c1O	13	i	i	i

Nothing new here: 7 of the compounds above.
SMILES	HDAC3 inh	KCNK3 block	TMEM16A act	TMEM16A inh
CCOc1cc(NC(=O)c2ccco2)c(OCC)cc1NC(=O)CCC(=O)NCc1cccnc1	-1	i	i	i
COn1c(=S)[nH]c2ccccc2c1=O	-2	i	i	i
CCOC(=O)Cc1csc(NC(=O)CN(C)S(=O)(=O)c2cccc3cccnc23)n1	3	i	i	i
COc1cccc2c1[C@@H]1CN(CCCCn3c(=O)[nH]c4c(sc5ncc(-c6ccccc6)nc54)c3=O)C[C@@H]1CO2	13	i	i	i
CCOc1c2ccccc2nn1CCO	-10	i	i	i
C=C(C)C(=O)Nc1cccc(C2=NOC3(C2)C[C@H](C(N)=O)N(C(=O)C(c2ccccc2)c2ccccc2)C3)c1 (stereo partly drawn)	5	i	i	i
COc1ccc(C2N(C(=O)CN3CCOCC3)CCN2S(=O)(=O)c2ccccc2)cc1 (stereo not drawn)	5	i	i	i

Next section.
SMILES	HDAC3 inh	KCNK3 block	TMEM16A act	TMEM16A inh
Cc1c(N2C(=O)SC(CC(=O)O)C2=O)c(=O)n(-c2ccccc2)n1C (stereo not drawn)	-2	i	i	i
CO[C@@]1(NC(=O)C2SC(=C(C(N)=O)C(=O)O)S2)C(=O)N2C(C(=O)O)=C(CSc3nnnn3C)CS[C@@H]21 (stereo partly drawn)	6	i	i	i
CCOC(=O)[C@H]1[C@H]2COc3ccc(OC)cc3[C@@H]2N2C(=O)c3ccc(C)cc3NC(=O)[C@@]12C	7	i	i	i
O=C(NCC1COc2ccccc2O1)C1CCCN(S(=O)(=O)c2cccc3cccnc23)C1 (stereo not drawn)	3	i	i	i
CCOC(=O)[C@H]1[C@H]2COc3ccc(Br)cc3[C@@H]2N2C(=O)c3cc(Br)ccc3NC(=O)[C@@]12C	3	i	i	i
Cn1cccc1/C=C1\SC(=S)N(CC(=O)O)C1=O	15	i	i	i
CNC(=O)[C@H]1O[C@@H](n2cnc3c(NCc4cccc(I)c4)ncnc32)[C@H](O)[C@@H]1O	-16	i	i	i
C[C@H]1CN=C(Nc2ccccc2)N1CCc1ccccc1	-20	i	i	i

Screening results (PubChem BioAssay)
